FadD28 FP inh = M. tuberculosis FadD28 bisubstrate binding inhibition | hit rate 0.22% among 360,000 | AID 588549 | inhibition, % at 12.5 µM | FadD28 bisubstrate probe binding, fluorescence polarization; in the data active = inhibition above about 8.5%, passing the limit was not always enough
Yp Topo-I inh = blocks Yersinia pestis topoisomerase I activity. hit rate 0.064% among 360,000. Y. pestis Topo-I cleavage product accumulation, plate reader. activity, % at 10 µM; in the data active = activity above about 50%, passing the limit was not always enough; also: inactives centre near 2
TcdB GH inh = TcdB glycohydrolase inhibition; P18177; TcdB glycohydrolase enzymatic assay, plate reader; inhibition, % at 9.99 µM; hit rate 0.24% among 350,000; AID 652162; in the data active = inhibition above about 10%
Target sequence (P18177 whole entry, looked up): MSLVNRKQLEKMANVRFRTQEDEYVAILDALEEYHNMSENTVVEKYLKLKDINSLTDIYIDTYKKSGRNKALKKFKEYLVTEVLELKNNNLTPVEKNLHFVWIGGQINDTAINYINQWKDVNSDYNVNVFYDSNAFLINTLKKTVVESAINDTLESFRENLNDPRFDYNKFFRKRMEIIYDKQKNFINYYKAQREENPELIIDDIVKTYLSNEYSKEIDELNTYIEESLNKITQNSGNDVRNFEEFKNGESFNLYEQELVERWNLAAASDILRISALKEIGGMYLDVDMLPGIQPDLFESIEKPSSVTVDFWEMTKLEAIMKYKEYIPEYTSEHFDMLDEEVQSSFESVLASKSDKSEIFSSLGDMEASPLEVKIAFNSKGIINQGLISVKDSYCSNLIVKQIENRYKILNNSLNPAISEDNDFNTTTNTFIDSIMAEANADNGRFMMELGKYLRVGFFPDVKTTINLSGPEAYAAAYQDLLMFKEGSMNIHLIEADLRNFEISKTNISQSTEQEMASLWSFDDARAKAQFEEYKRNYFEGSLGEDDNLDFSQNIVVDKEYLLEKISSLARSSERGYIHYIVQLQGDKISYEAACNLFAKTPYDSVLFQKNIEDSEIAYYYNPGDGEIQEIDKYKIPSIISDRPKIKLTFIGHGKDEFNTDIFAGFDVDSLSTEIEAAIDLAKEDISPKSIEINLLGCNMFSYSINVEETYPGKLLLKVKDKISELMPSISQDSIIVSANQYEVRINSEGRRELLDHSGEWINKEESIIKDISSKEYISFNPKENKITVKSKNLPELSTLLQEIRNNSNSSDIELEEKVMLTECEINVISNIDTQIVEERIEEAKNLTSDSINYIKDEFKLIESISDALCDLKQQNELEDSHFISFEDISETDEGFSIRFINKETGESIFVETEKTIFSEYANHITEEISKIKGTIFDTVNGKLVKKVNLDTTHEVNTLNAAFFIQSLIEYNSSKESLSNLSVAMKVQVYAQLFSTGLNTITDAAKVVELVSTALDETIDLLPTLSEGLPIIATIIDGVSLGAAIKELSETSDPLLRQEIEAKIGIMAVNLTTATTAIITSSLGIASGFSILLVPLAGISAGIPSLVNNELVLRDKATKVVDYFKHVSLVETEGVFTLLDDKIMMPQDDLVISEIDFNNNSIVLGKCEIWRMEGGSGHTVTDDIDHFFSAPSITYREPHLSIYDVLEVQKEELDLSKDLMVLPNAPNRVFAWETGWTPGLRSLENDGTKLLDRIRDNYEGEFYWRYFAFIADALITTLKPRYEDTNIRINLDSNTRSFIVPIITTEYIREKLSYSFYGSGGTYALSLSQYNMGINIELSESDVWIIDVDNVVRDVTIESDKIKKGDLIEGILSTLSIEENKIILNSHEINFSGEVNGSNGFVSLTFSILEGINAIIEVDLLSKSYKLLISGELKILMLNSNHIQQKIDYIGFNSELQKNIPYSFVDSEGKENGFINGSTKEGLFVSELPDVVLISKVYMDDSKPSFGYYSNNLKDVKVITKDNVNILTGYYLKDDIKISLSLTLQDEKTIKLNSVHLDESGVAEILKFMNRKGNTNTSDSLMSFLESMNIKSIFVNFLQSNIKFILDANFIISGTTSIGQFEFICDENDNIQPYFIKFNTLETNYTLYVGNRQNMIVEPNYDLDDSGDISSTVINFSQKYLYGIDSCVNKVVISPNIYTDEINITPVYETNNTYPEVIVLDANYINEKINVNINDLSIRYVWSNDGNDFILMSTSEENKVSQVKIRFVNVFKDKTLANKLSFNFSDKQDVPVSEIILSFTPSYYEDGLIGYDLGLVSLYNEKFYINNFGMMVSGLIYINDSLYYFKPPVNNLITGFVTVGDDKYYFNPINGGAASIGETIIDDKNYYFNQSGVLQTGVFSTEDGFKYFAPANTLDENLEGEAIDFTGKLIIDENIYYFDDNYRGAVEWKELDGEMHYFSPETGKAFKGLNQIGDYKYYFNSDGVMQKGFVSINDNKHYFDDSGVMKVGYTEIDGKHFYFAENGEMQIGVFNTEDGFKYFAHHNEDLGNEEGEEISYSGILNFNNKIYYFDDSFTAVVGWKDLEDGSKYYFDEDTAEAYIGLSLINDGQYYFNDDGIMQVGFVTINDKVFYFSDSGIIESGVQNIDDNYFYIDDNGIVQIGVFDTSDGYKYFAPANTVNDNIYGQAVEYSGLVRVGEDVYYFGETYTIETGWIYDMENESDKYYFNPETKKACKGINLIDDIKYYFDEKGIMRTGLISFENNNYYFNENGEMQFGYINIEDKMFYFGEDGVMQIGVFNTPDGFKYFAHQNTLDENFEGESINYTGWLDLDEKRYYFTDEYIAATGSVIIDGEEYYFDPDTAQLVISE
BioA inh = inhibitors of Mycobacterium tuberculosis BioA enzyme | inhibition, % at 9.99 µM | purified M. tuberculosis BioA enzyme, plate reader | AID 602481 | hit rate 0.096% among 360,000; in the data active = inhibition above about 40%
UGM FP inh = Mtb UDP-galactopyranose mutase inhibition | AID 504406 | hit rate 0.06% among 320,000 | inhibition, % at 10 µM | P9WIQ1 | purified UGM, fluorescence polarization probe displacement; in the data active = inhibition above about 10%, passing the limit was not always enough
BH1578 lux ind = quorum light induction in luxS cqsA deficient V. cholerae; hit rate 0.16% among 350,000; V. cholerae BH1578 lux reporter, luminescence, 6 h; activation, % at 18.7 µM; AID 588436; in the data active = activation mostly above about 9.7%, no sharp cut-off; also: not every result past the cut was called active; inactives centre near 0; reference of the scale not given here
GDH-TPI inh = inhibits GDH-TPI coupling enzymes, artifact for Mtb FBA screen; inhibition, % at 4.8 µM; hit rate 1.2% among 360,000; GDH-TPI coupled enzyme counterscreen, NADH absorbance; AID 588335; in the data active = inhibition above about 30%;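 also: 0% = DMSO wells and 100% = wells lacking the enzyme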
PfHsp40 yeast = rescue of PfHsp40-mediated yeast toxicity; S. cerevisiae expressing PfHsp40, growth rescue, ATP luminescence; growth rescue, % at 12.5 µM; hit rate 0.68% among 340,000; in the data active = growth rescue above about 28%, passing the limit was not always enough;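 also: yeast W303a lacking pdr1 and pdr3 grown in galactose medium; growth measured after three days at 30 °C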
Mtb FBA inh = inhibitors of M. tuberculosis fructose-bisphosphate aldolase | inhibition, % at 1 µM | purified M. tuberculosis FBA, fluorescence read-out | hit rate 2.3% among 360,000; in the data active = inhibition above about 27%;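 also: 0% = vehicle and 100% = reference inhibitor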
Numbers without * were called inactive; i = inactive; / = not tested or not shown; + = active, no number; & = joins results of further samples.

Compound	FadD28 FP inh	Yp Topo-I inh	TcdB GH inh	BioA inh	UGM FP inh	BH1578 lux ind	GDH-TPI inh	PfHsp40 yeast	Mtb FBA inh
CSc1nc(C)nc(N/C=C(\C#N)S(=O)(=O)c2ccccc2Cl)n1	0.0	-9	1.3	/	-1.6	-0.4	9	1.3	5
COC(=O)c1cccc(-n2cnnn2)c1	1.2	6	/	-2.2	3.2	-0.5	4	0.8	0
O=C(CSc1cccc2cccc(Cl)c12)NCc1cccs1	-2.9	12	0.2	/	-1.1	i	6	24	-6
COCCNC(=O)C1(C)CCCN(Cc2ccc(OC)cc2)C1 (configuration not stated)	-3.7	4	/	-0.9	/	-0.8	-1	/	-1
CCSc1nnc(NC(=O)[C@H](C)N2C(=O)C3CC=CCC3C2=O)s1 (some centres not stated)	-1.5	3	1.9	-2.9	-0.8	-0.9	-4	0.7	0
C=CCN(C(=O)Nc1ccc(OC)cc1)c1nnc(-c2ccncc2)s1	-23	3	1.7	26	0.0	-0.2	-9	-0.3	3
COCCNC(=O)C1(C)CCCN(C(=O)c2cc(F)ccc2C)C1 (configuration not stated)	-4.6	1	0.5	-1.6	/	i	-2	/	-2
O=C(CCc1ccccc1)NCCCNC(=O)CCc1ccccc1	-2.2	-6	-0.1	2.6	3.6	i	-8	-0.1	-1
CCCCC(=O)OCC(=O)c1[nH]c(C)c(C(C)=O)c1C	-0.4	7	-2.6	/	0.4	i	-2	0.4	2
CCOC(=O)CSc1nc2nc(Cl)c(Cl)nc2[nH]1	-3.8	1	4.7	0.7	/	-0.7	33*	/	+
CCN(c1ccccc1)S(=O)(=O)c1ccc(Cl)c(C(=O)OCC(=O)c2[nH]c(C)c(C(C)=O)c2C)c1	-1.3	36	-3.3	-1.0	-0.3	i	4	-0.6	1
O=C(Cc1ccccc1[N+](=O)[O-])NCc1ccc2c(c1)OCO2	-1.9	3	/	/	0.1	-0.3	11	0.6	-3
CC1(C)CC(=O)C2=C(C1)Nc1ncnn1C2c1ccccn1 (configuration not stated)	-4.0	-3	/	-2.1	-1.2	-0.3	10	-1.6	3
CCCN1CCN(CCCNC(=O)c2ccc3nc(N4CCCCC4)sc3c2)CC1	-0.7	2	0.9	0.6	-1.4	-0.3	-11	0.8	5
O=C1C2C3C=CC(CC3)C2C(=O)N1/N=C/c1c[nH]c2ccccc12 (configuration not stated)	-1.8	-2	1.8	/	0.4	i	-1	-1.8	1
NC(=N\N=Cc1ccccc1)/C(N)=N/N=Cc1ccccc1	-1.3	7	4.9	-2.0	/	0.1	24	/	-1
COCc1ccc(C(=O)N2CCCC(CCC(=O)NCc3ccccc3F)C2)o1 (configuration not stated)	-0.7	0	1.1	0.3	1.4	i	1	-1.1	7
CN1CCN(NC(=O)c2cccc(F)c2)CC1	-2.6	-7	/	0.5	1.9	-3.6	-6	0.6	-1
CN(C)/C=C/C1=C([N+](=O)[O-])C(c2cccc([N+](=O)[O-])c2)NC(=O)N1 (configuration not stated)	1.2	6	-0.8	1.2	-1.6	0.4	10	-0.8	0
C=CCc1ccc(OCC(O)CN2CCC(Cc3ccccc3)CC2)c(OC)c1 (configuration not stated)	-3.1	22	/	1.7	-1.1	-3.8	3	0.2	0
NC(=O)NOCc1c(F)cccc1Cl	-2.8	1	-0.6	-1.9	-1.8	-0.5	-3	-1.0	-4
Cc1ccccc1N(CC(=O)N1CCCCCC1)S(C)(=O)=O	-3.4	-1	-0.6	-0.1	1.6	i	-7	-0.5	-2
Cc1ccn2c(c1)nc(=O)c1cc(S(=O)(=O)N3CCCCC3)ccc12	0.7	1	0.2	-1.9	0.6	i	15	1.2	54*
COc1ccc(C(CNC(=O)c2ccc(OCC3CCCO3)cc2)N2CCOCC2)cc1 (configuration not stated)	-1.5	6	/	-0.1	0.7	i	3	1.4	2
CC(C)C(=O)NCc1cc(-c2ccc(Cl)cc2)no1	-4.3	2	0.1	/	-0.4	i	-5	-0.4	-2
CCc1cc2c(-c3ccccc3)cc(=O)oc2cc1OCC(C)=O	-1.5	4	0.8	-2.8	-2.9	-0.2	12	0.7	4
Cc1ccc(P(=O)(CC(=O)O)c2ccc(C)cc2)cc1	-2.7	-4	/	-2.1	1.3	i	4	1.4	-7
O=C(C1CCCN(S(=O)(=O)c2ccc(F)cc2)C1)N1CCCC1 (configuration not stated)	-2.1	-2	/	1.5	1.2	i	4	-1.5	-2
O=C(NCc1ccncc1)c1ccc(NS(=O)(=O)c2ccc(F)cc2)cc1	0.2	1	1.1	-1.4	1.6	-2.7	8	2.1	1
CCOC(=O)c1cc(CC)sc1NC(=O)COC(=O)c1ccccn1	-1.0	10	2.8	/	3.1	-1.4	1	0.3	0
CCOC(=O)c1c(CC(C)C)csc1NC(=O)CCl	-1.0	-1	0.0	1.6	-0.5	i	2	-0.3	-7
C=Cn1ccnc1P(=S)(c1nccn1C=C)c1nccn1C=C	-1.2	-2	/	-0.8	-0.3	i	11	0.6	0
O=C(O)CCC(=O)N1CCN(c2cccc(Cl)c2)CC1	-3.4	-5	/	-0.9	1.5	i	-6	-0.5	-5
COc1ccc(CN2CCCC(C(=O)N3CCCC3)C2)c(OC)c1OC (configuration not stated)	-2.2	1	-0.6	-1.2&-1.9	/	-1.1	10	/	4
O=C1C=C(c2cccc(Cl)c2)C[C@@H](c2ccc3c(c2)OCO3)C1	-7.8	24	0.6	4.3	2.6	-1.5	-15	5.9	-3
COc1ccc(C(=O)COC(=O)c2ccccn2)c(OC)c1	-3.0	-2	0.1	0.7	2.4	i	11	-0.8	1
CC1(C2CC2)NC(=O)N(CC(=O)Nc2cc(S(=O)(=O)N3CCCCC3)ccc2Cl)C1=O (configuration not stated)	-0.2	2	0.8	0.3	-1.4	i	7	1.5	1
CCCN1CCC(=O)N([C@H](CSc2ccc(C)cc2)Cc2ccccc2)CC1	-2.1	24	2.3	2.1	/	-3.0	4	-0.8	4
COC(=O)CSc1nnc(-c2cccnc2)n1-c1cccc(OC)c1	-4.2	6	1.6	4.4	-0.2	i	-4	-1.1	0
O=C(OCC(=O)N1CCN(c2ccccc2)CC1)c1ccccn1	-0.9	2	/	1.8	2.1	i	13	0.3	-5
COc1ccc(Cl)cc1NC(=O)c1ccoc1C	-1.1	-1	/	-0.8	-0.1	-0.6	6	0.1	2
COCCN(Cc1nnc(-c2cccs2)o1)C(=O)CN1C(=O)NC2(CCCCC2)C1=O	-1.1	-3	1.1	-2.3	3.2	1.0	3	-1.7	5
CCOc1ccc(C2/C(=C(/O)c3ccc(S(=O)(=O)N4CCCCC4)cc3)C(=O)C(=O)N2CCCOC)cc1OC (configuration not stated)	3.8	-3	-0.4	-0.9	1.5	/	6	0.2	2
CCC1=NN2C(=N)/C(=C/c3ccc(OS(=O)(=O)c4ccccc4)cc3)C(=O)N=C2S1	-8.6	-1	/	/	0.7	0.2	7	1.7	2
CCc1ccc(NC(=O)N2CCc3ccccc3C2)cc1	-0.6	28	3.2	5.6	3.4	-1.9	-8	3.5	0
Cc1ccc2[nH]c(=O)c(CN(Cc3cccnc3)Cc3nnnn3CCN3CCOCC3)cc2c1	-3.4	-3	/	-0.2	-1.0	7.7	21	-0.4	-8
C=Cn1cc[n+](CC(=O)C(C)(C)C)c1	-3.4	0	/	/	-0.2	-0.9	5	-0.1	-3
COc1ccccc1-n1c(O)c(C=NCc2ccc3c(c2)OCO3)c(=O)[nH]c1=O	-2.0	-1	/	-0.3	-1.1	-0.9	-1	-1.0	1
COc1ccccc1CNS(=O)(=O)c1ccc2c(c1)oc(=O)n2C	-3.6	7	-4.7	1.0	-2.2	i	0	-0.2	0
O=C(c1ccc2ccccc2c1)N1CCN(c2ccccn2)CC1	-2.9	10	0.7	-0.1	0.3	-1.0	-6	2.0	-5

Additional records follow:
Compound	FadD28 FP inh	Yp Topo-I inh	TcdB GH inh	BioA inh	UGM FP inh	BH1578 lux ind	GDH-TPI inh	PfHsp40 yeast	Mtb FBA inh
CSc1ccccc1C(=O)OCC(=O)N1CCN(C(C)=O)CC1	-3.5	4	0.6	1.7	3.1	-1.3	13	-0.7	-1
COc1cccc(CNC(=O)C23CN(Cc4ccccc4)CC2C(c2ccc([N+](=O)[O-])cc2)=NO3)c1 (configuration not stated)	-3.1	6	1.0	-0.2	-2.5	-0.5	3	2.2	1
Cc1ccc(CN2CCN(Cc3c[nH]c4ccccc34)CC2CCO)o1 (configuration not stated)	0.8	7	0.2	0.4	5.2	-0.1	-2	-1.0	3
CCOC(=O)c1sc2nc(C)nc(NC3CCC(O)CC3)c2c1C (configuration not stated)	0.8	9	1.9	-1.3	-2.4	-0.2	3	0.4	18
CCOc1ccc(NC(=O)c2c(NC(=O)CN3CCN(C)CC3)sc3c2CCC3)cc1	-2.3	26	-0.9	0.1	-0.3	0.4	-2	-0.3	4
CC(=O)NC(Cc1ccc(F)cc1)C(=O)O (configuration not stated)	-3.9	-1	/	-0.9	-1.6	1.9	-11	-0.7	1
O=C(NCC(=O)N(c1cnc2ccccc2c1)C(C(=O)NC1CCCC1)c1ccncc1)c1ccco1 (configuration not stated)	0.1	-6	/	-1.4	2.3	-2.0	-7	0.4	1
Cc1cccc(C)c1NC(=O)CN(C)C(=O)c1ccccc1C(=O)N(C)Cc1ccccc1	0.3	6	0.1	-0.4	-1.0	-0.2	7	3.5	3
O=[N+]([O-])c1cc(/C=N/O)ccc1N1CCCC1	-0.6	-8	/	/	0.3	i	15	1.3	-6
COc1ccc(CN2[C@@H](CC(C)=O)c3ccc(/C=C/C(C)=O)cc3S2(=O)=O)cc1	-2.5	7	0.9	1.9	1.6	0.7	6	1.1	-2

Profiles, quoted from the list. Screens in order: FadD28 FP inh | Yp Topo-I inh | TcdB GH inh | BioA inh | UGM FP inh | BH1578 lux ind | GDH-TPI inh | PfHsp40 yeast | Mtb FBA inh
CCOC(=O)c1sc2nc(C)nc(NC3CCC(O)CC3)c2c1C (configuration not stated) is listed with 0.8 | 9 | 1.9 | -1.3 | -2.4 | -0.2 | 3 | 0.4 | 18
COc1cccc(CNC(=O)C23CN(Cc4ccccc4)CC2C(c2ccc([N+](=O)[O-])cc2)=NO3)c1 (configuration not stated) is listed with -3.1 | 6 | 1.0 | -0.2 | -2.5 | -0.5 | 3 | 2.2 | 1
O=[N+]([O-])c1cc(/C=N/O)ccc1N1CCCC1 is listed with -0.6 | -8 | / | / | 0.3 | i | 15 | 1.3 | -6
Cc1cccc(C)c1NC(=O)CN(C)C(=O)c1ccccc1C(=O)N(C)Cc1ccccc1 is listed with 0.3 | 6 | 0.1 | -0.4 | -1.0 | -0.2 | 7 | 3.5 | 3
CSc1ccccc1C(=O)OCC(=O)N1CCN(C(C)=O)CC1 is listed with -3.5 | 4 | 0.6 | 1.7 | 3.1 | -1.3 | 13 | -0.7 | -1

Screening data from PubChem.
